# BH1578 lux ind: inducers of Vibrio cholerae quorum light production without autoinducers, primary screen, BH1578 luxS cqsA deficient, single point. AID 588436, 2011. activation, % at 18.7 µM. V. cholerae BH1578 lux reporter, luminescence, 6 h. 350,000 tested, 0.16% active; in the data active = activation mostly above about 9.7%, no sharp cut-off; inconclusive = no clear call, values can overlap the other calls; inactive = mostly below about 3.7%; note: not every result past the cut was called active; inactives centre near 0; reference of the scale not given here
# 3CLpro inhibitor: SARS-CoV 3CLpro protease inhibitors, primary screen, biochemical, quenched FRET; inhibition, % at 6 µM; Replicase polyprotein 1ab (Severe acute respiratory syndrome coronavirus), P0C6X7; recombinant SARS-CoV 3CLpro, quenched FRET peptide cleavage; 290,000 tested, 0.14% active; in the data active = inhibition above about 12%
# DUSP3 inh: VHR1 phosphatase inhibitors, primary screen, biochemical, absorbance, uHTS | Dual specificity protein phosphatase 3 (Homo sapiens), P51452 | AID 1654, 2009 | inhibition, % at 13.3 µM | 290,000 tested, 0.52% active | recombinant VHR phosphatase, pNPP absorbance; in the data active = inhibition above about 50%; note: some compounds called inactive have numbers as strong as hits
# Target sequence (P51452 whole entry, looked up): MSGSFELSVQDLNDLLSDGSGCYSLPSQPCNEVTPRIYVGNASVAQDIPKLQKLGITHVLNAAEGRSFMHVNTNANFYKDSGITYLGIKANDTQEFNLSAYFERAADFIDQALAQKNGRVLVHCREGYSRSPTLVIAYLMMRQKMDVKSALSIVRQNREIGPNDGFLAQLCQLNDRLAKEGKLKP
# CCHFV vOTU inh: CCHFV vOTU protease inhibitors, primary screen, biochemical, Pep-AMC substrate, fluorescence; inhibition, % at 11.5 µM; 370,000 tested, 0.55% active; in the data active = inhibition above about 30%; note: 0% = vehicle wells with enzyme and 100% = no enzyme wells
# TcdB inh: TcdB glycohydrolase inhibitors, primary screen, biochemical, single point, plate reader; inhibition, % at 9.99 µM; 350,000 tested, 0.24% active; AID 652162, 2013; TcdB glycohydrolase enzymatic assay; Toxin B (Clostridioides difficile), P18177; in the data active = inhibition above about 10%
# MazEF act: activators of E. coli MazEF toxin-antitoxin RNase, primary screen, biochemical, fluorescence, uHTS | 350,000 tested, 0.32% active | Endoribonuclease toxin MazF (Escherichia coli (strain K12)), P0AE70 | activation, % at 20 µM | FAM/BHQ RNA-DNA oligo cleavage fluorescence, 5 h | AID 504720, 2011; in the data active = activation above about 50%
# Target sequence (P0AE70 whole entry, looked up): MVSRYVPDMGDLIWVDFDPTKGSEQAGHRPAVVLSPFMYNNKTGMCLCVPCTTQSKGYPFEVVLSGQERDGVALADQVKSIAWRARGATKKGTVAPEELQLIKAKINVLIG
# SSB-PriA inh: inhibitors of Klebsiella pneumoniae PriA binding to SSB C-terminal tail, primary screen, biochemical, AlphaScreen; inhibition, % at 33 µM; AID 1272365, 2023; 430,000 tested, 0.6% active; AlphaScreen SSBct-PriA binding, biotinylated peptide; in the data active = inhibition mostly above about 37%, no sharp cut-off; inactive = mostly below about 20%;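 note: plate controls were negative control peptide for no effect and reference peptide for full effect; strong numbers were not always called active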
# Rv3671c protease: Rv3671c serine protease inhibitors, primary screen, biochemical, fluorescence polarization, M. tuberculosis H37Rv. AID 2606, 2010. 320,000 tested, 0.048% active. inhibition, % at 5.96 µM; in the data active = inhibition above about 38%;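 note: extracellular domain of Rv3671c used as enzyme; 0% = enzyme with DMSO and 100% = no enzyme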
# Target sequence (P9WHR9 whole entry, looked up, the tested form may be a part): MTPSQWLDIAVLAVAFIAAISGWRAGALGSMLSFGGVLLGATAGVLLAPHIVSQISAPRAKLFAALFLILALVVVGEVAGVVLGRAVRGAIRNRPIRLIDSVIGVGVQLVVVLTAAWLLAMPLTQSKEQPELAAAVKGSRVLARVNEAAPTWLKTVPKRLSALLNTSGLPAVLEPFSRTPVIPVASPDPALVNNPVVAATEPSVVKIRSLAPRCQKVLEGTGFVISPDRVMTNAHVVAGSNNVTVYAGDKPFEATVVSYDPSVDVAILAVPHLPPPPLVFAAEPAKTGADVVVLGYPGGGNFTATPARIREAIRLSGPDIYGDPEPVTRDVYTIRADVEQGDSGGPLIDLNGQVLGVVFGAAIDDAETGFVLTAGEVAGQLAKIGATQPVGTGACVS
# Y pestis TopoI: Yersinia pestis topoisomerase I inhibitors, primary screen, biochemical, cleavage product accumulation, plate reader, single point; activity, % at 10 µM; Y. pestis Topo-I cleavage product accumulation; 360,000 tested, 0.064% active; AID 504884, 2011; in the data active = activity above about 50%, passing the limit was not always enough; inconclusive = no clear call, values can overlap the other calls; note: inactives centre near 2
# PrPC TRFRET: inhibitors of human cell surface prion protein PrPC, primary screen, cell-based, TR-FRET. Major prion protein (Homo sapiens), P04156. AID 720596, 2013. TR-FRET read-out. inhibition, % at 13.8 µM. 370,000 tested, 0.43% active; in the data active = inhibition above about 24%; note: 0% = median of the test wells and 100% = reference compound wells
# * marks the source's active call; other numbers are inactive results; i = inactive; ? = inconclusive; . = not tested or not shown; & = joins results of further samples. An excerpt, so the mix of outcomes need not match the whole.
# Second line of a record: BH1578 lux ind, 3CLpro inhibitor, DUSP3 inh, CCHFV vOTU inh, TcdB inh, MazEF act, SSB-PriA inh, Rv3671c protease, Y pestis TopoI, PrPC TRFRET
COc1cc(-c2noc(CCCC(=O)Nc3cccnc3)n2)cc(OC)c1OC
→ i, -4, -7, -8, -0.2, 14, -12, -8, 4, 0
Cc1nn(-c2ccccc2)c(NC(=O)C(C)C)c(-c2ccccc2)c1=O
→ -0.6, 7, 10, 1, 0.0, 2, -4, 5, -5, -4
O=C(Nc1ccc(S(=O)(=O)Nc2ncccn2)cc1)c1ccc(Br)s1
→ i, 4, 19, -1, ., -3, -15, -1, -6, -9
CC(=O)O[C@@]1(C)C[C@@H](O)[C@]2(O)C=CO[C@@H](O[C@@H]3O[C@H](CO)[C@@H](O)[C@H](O)[C@H]3O)[C@@H]21
→ 0.4, ., ., 9, 0.0, 4, -14, -1, -2, 5
COc1cc(/C=C(\C(=O)O)c2ccc(S(=O)(=O)N3CCCC3)s2)ccc1OCCC(C)C
→ -1.9, ., ., 32*, 1.7, -7, 2, ., 11, -7
Cc1ccccc1NC(=O)C1C2C=CC(C3CC23)C1C(=O)O (stereo not given)
→ -0.3, 0, 20, 7, 2.1, -9, 0, -5, 1, -12
COc1ccc(Nc2ccc(S(=O)(=O)N3CCCCC3)cc2[N+](=O)[O-])cc1Cl
→ -0.2, -6, 0, 4, 0.6, 2, 49*, 9, 11, -8
Cc1ccc(C(=O)COC(=O)CNC(=O)c2ccc(Br)o2)cc1[N+](=O)[O-]
→ -1.2, -1, -8, 5, -0.9, -7, 9, 0, 4, 4
CCOC(=O)[C@]12Cc3cc(C)ccc3[C@H]1N(Cc1ccccc1)C(=O)c1ccccc12
→ i, ., ., 2, -0.6, -2, -7, ., ?, 2
Cc1cc(C=C2C(=O)CCCC2=O)c(C)n1-c1ccccc1
→ -0.3, -1, 22, -3, ., -3, 0, -4, -5, -4
Cc1cc(NC(=O)CSc2ccc3nnc(CCNS(=O)(=O)c4ccccc4)n3n2)no1
→ -1.7, 1, 16, -5, 0.0, 11, 4, 1, -1, 4
COc1ccc(S(=O)(=O)N2CCN(CCO)CC2)cc1-c1nnc2c3ccccc3c(C)nn12
→ -0.2, 5, 12, -5, 2.6, 7, 7, 2, 2, 2
Cc1ccc(N(C(=O)C(F)(F)F)C(C(=O)NC2CCCCC2)c2cccs2)cc1C (stereo not given)
→ -0.5, -2, 35, -8, ., 14, -8, 7, -8, -4
O=C(C1CCCN1S(=O)(=O)c1ccc(Br)cc1)N1CCOCC1 (stereo not given)
→ -0.2, 2, 12, -9, 1.7, 8, 5, -2, 0, -1
Cc1cc(C)nc(N2CCC(C(=O)Nc3nnc(C)s3)CC2)n1
→ -6.0, 2, 0, -8, ., -4, -9, -6, 2, 4
COc1ccc(CCNC(=O)c2ccc(Cl)c(S(=O)(=O)N(C)c3ccccc3)c2)cc1
→ -0.2, 6, 26, 2, ., -1, 4, -15, 27, 8
N#CCCN1CCN(S(=O)(=O)c2ccc(S(=O)(=O)N3CCCCCC3)cc2)CC1
→ i, 0, -2, 1, -0.5, 9, -8, -6, 5, 1
COC(=O)c1ccc(Oc2nc(SC)nc(N(C)C)n2)cc1
→ i, 2, 29, -15, 0.3, 5, -10, -3, 10, 2
COc1cccc(CC2(CO)CCN(Cc3ccc4cccc(F)c4n3)CC2)c1
→ -0.7, -4, -8, 0, 2.2, 0, -3, 0, 5, -5
COc1ccc(N2CC(C(=O)N[C@@H](C)C(=O)N3CCCCC3)CC2=O)cc1 (stereo not given in full)
→ -0.3, 0, 18, 13, 2.4, 2, -4, -9, 1, -2
O=C(CCc1nc2ccccc2c(=O)[nH]1)Nc1cc(C(F)(F)F)ccc1N1CCCC1
→ i, ., ., 7, -0.4, -7, -1, 0, -5, -12
CCN(CC)c1ncnc2c1ncn2[C@H]1CN(Cc2cccs2)C[C@@H](CO)O1
→ -0.3, ., ., 7, -0.2, ., ., ., 4, -8
Cc1ccccc1C(=O)Nc1ccc(-c2nnc(SC(C)C(=O)O)n2C)cc1 (stereo not given)
→ i, 6, -3, -2, 0.1, -2, -1, 6, 10, 3
S=c1[nH]nc(-c2cccnc2)n1/N=C/C(Cl)=C\c1ccccc1
→ -1.6, -4, -7, -10, -4.2, 2, ., -5, 7, 3
COc1cc(OC)c(NC(C)C(=O)NCc2ccccc2)cc1Cl (stereo not given)
→ -0.1, 6, -5, -7, -3.6, -3, -8, 12, 35, 6
COc1cccc(Oc2ccc(C(F)(F)F)cc2NC(=O)CN2C(=O)NC3(CCCC3)C2=O)c1
→ i, ., ., 9, -1.7, -10, 7, -8, 18, 10
Cc1c(Cl)cccc1NC(=O)CN1CCC(C(O)(c2ccccc2)c2ccccc2)CC1
→ -0.3, 6, -11, 12, ., -9, -9, 0, -4, 9
CC[C@]12c3[nH]c4ccccc4c3CCN1C(=O)C(CC(=O)NCCCn1ccnc1)C[C@@H]2C(=O)N1CCN(C(=O)C2CC2)CC1 (stereo not given in full)
→ -2.0, ., ., -18, -0.2, 8, 3, 6, -7, -2
CC(C)(C)c1nc2ccccc2[nH]1
→ -14, 1, 7, -4, ., 1, -19, 5, -4, 5
CCOC(=O)c1sc(N)c(C#N)c1COC(=O)C1=COCCO1
→ -1.3, ., ., -9, -0.4, 5, -13, 3, -1, 6

# Random excerpt: 3 entries already listed
# Second line of a record: BH1578 lux ind, 3CLpro inhibitor, DUSP3 inh, CCHFV vOTU inh, TcdB inh, MazEF act, SSB-PriA inh, Rv3671c protease, Y pestis TopoI, PrPC TRFRET
CCOC(=O)c1sc(N)c(C#N)c1COC(=O)C1=COCCO1
→ -1.3, ., ., -9, -0.4, 5, -13, 3, -1, 6
CC(C)(C)c1nc2ccccc2[nH]1
→ -14, 1, 7, -4, ., 1, -19, 5, -4, 5
COc1ccc(N2CC(C(=O)N[C@@H](C)C(=O)N3CCCCC3)CC2=O)cc1 (stereo not given in full)
→ -0.3, 0, 18, 13, 2.4, 2, -4, -9, 1, -2

# Next part
# Second line of a record: BH1578 lux ind, 3CLpro inhibitor, DUSP3 inh, CCHFV vOTU inh, TcdB inh, MazEF act, SSB-PriA inh, Rv3671c protease, Y pestis TopoI, PrPC TRFRET
CCCCCCCCCCCCOC1OC(CO)C(O)C(O)C1NC(C)=O (stereo not given)
→ -0.3, 0, 3, -11, 1.2, 9, -2, 5, 23, -6
COc1ccc(/C=N/N2CCOCC2)cc1OCc1ccccc1
→ -0.5, 2, -15, -2, 0.0, -1, ., -6, -5, 0
O=[N+]([O-])c1ccc2[nH]c(=S)[nH]c2c1
→ i, ., ., -10, 0.5, 7, 2, ., -6, -13
Clc1cccc(CSc2nnc([C@@H]3CCCN3)o2)c1
→ -0.4, 5, -4, -9, ., 1, -21, -2, 3, -2
NS(=O)(=O)c1ccc(CCNC(=O)COC(=O)/C=C/c2ccc(Cl)cc2)cc1
→ -0.3, 3, 18, 1, 1.9, 2, -5, -3, 11, -1
COc1ccc(OC)c(N/C(=N/c2nc(C)cc(C)n2)NC(C)=O)c1
→ -0.6, 0, 19, 1, 0.3, 21, ., 1, 5, 5
Cc1ccc(C2C(C#N)=C(N)OC3=C2C(=O)CCC3)s1 (stereo not given)
→ 1.0, 1, 15, -5, 0.3, 4, 4, 0, 5, -3
COC(=O)c1cc(CSc2nnc(-c3ccccc3)c(-c3ccccc3)n2)oc1C
→ i, -3, 4, 9, ., -5, 11, -10, 25, -4
C/C(=N/NC(=O)c1ccncc1)c1ccc2c(c1)OCO2
→ i, 2, -5, 4, -0.4, 5, ., 4, 3, -2
O=C(c1ccc(CNS(=O)(=O)c2cccc(Cl)c2)cc1)N1CCCCC1
→ i, 11, -9, -8, 1.3, 6, -8&-5, 0, 8, -2
CCOC(=O)N1CCC(N2Cc3cccc(C(=O)Nc4ccc(OCC)cc4)c3C2=O)CC1
→ -0.3, 2, -2, 15, -1.7, 9, -3, 6, -1, -4
O=C(c1ccc(Cl)c(S(=O)(=O)N2CCCCC2)c1)N1CCCCCC1
→ i, -2, 14, 0, 0.8, 1, -12, 5, 6, -2
Cc1cccc(C)c1NC(=O)CNC(=O)C(C)N1CCCCC1 (stereo not given)
→ i, ., ., 11, -10, 6, -8, 4, 1, -2
COc1ccc(/C=N/NC(=O)c2ccco2)cc1Cn1nc(C)cc1C
→ i, 1, -1, 18, 0.3, -6, ., -5, -1, -2
Cc1ccc(S(=O)(=O)NC(=O)NC(C)(C)C)cc1
→ -0.3, 1, 19, 6, ., 8, -9, -4, -3, 5

# The listing continues:
molecule	BH1578 lux ind	3CLpro inhibitor	DUSP3 inh	CCHFV vOTU inh	TcdB inh	MazEF act	SSB-PriA inh	Rv3671c protease	Y pestis TopoI	PrPC TRFRET
CC(C)(C)NC(=O)CN(C(=O)CCC(=O)Nc1nccs1)c1ccc2c(c1)OCCO2	-0.3	-1	-2	-17	0.7	6	-3	0	-14	5
COc1ccc(S(=O)(=O)N(C)c2ccc(C(=O)NCc3ccccn3)cc2)cc1OC	-0.2	-7	2	4	2.0	0	0	4	6	15
CC(C)C(OC(=O)c1cccs1)C(=O)NCc1ccccc1 (stereo not given)	i	7	19	8	2.0	0	-8	9	4	8
CC(C(=O)Nc1ccc(F)c(F)c1F)N(C)CCOc1ccccc1 (stereo not given)	-0.8	-2	4	9	1.5	-3	-47	-3	40	-2
OC(CN1CCCCC1)CN1CCCCC1	-0.4	-4	28	1	.	2	-20	-9	6	3
COc1ccc(CNC(=O)c2ccccc2SC)cc1	-0.5	-3	7	1	.	5	-9	-5	-6	8
COC(=O)C[C@H](NC(=O)Cn1cnc2c(SC)nc(N)nc21)C(=O)OC	-1.0	.	.	-8	0.4	6	-13	3	0	2
COc1ccccc1NC(=O)CN1C(=O)COc2ccc(S(=O)(=O)N3CCCCCC3)cc21	i	-5	18	-7	1.6	6	1	1	19	0
CCCC(=O)Nc1ccc(Cl)c(NC(=S)NC(=O)C(C)C)c1	i	1	18	-6	-0.1	-9	-7	8	-2	9
Cc1c(NC(=O)OCCNC(=O)Nc2ccccc2)sc(=S)n1C	5.3	1	24	1	.	-8	15	-6	-6	-1
CCc1ccccc1NS(=O)(=O)c1ccc2c(c1)C(C)(C)C(=O)N2C	-0.4	3	-2	8	1.1	-3	-2	5	-8	8

# Part of the list above in order of SMILES length, high to low:
molecule	BH1578 lux ind	3CLpro inhibitor	DUSP3 inh	CCHFV vOTU inh	TcdB inh	MazEF act	SSB-PriA inh	Rv3671c protease	Y pestis TopoI	PrPC TRFRET
CC(=O)O[C@@]1(C)C[C@@H](O)[C@]2(O)C=CO[C@@H](O[C@@H]3O[C@H](CO)[C@@H](O)[C@H](O)[C@H]3O)[C@@H]21	0.4	.	.	9	0.0	4	-14	-1	-2	5
COc1cc(/C=C(\C(=O)O)c2ccc(S(=O)(=O)N3CCCC3)s2)ccc1OCCC(C)C	-1.9	.	.	32*	1.7	-7	2	.	11	-7
COc1cc(OC)c(NC(C)C(=O)NCc2ccccc2)cc1Cl (stereo not given)	-0.1	6	-5	-7	-3.6	-3	-8	12	35	6
